BLM inh – inhibitors of human Bloom syndrome helicase BLM; P54132; hit rate 0.2% among 350,000; recombinant BLM DNA unwinding, fluorescence dequenching; Potency, µM (doses to about 56.1 µM), inactives show at the highest dose activity change, negative = inhibition, most hits filed as inhibitors;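 note: plate controls were vehicle for no effect and no enzyme for full effect; nearly all actives have a fitted effect of over 35% in size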
G9a inh – blocks human histone lysine methyltransferase G9a. Q96KQ7. AID 504332. hit rate 8.8% among 350,000. Potency, µM (doses to about 102 µM), without a hit: at the highest dose activity, negative = inhibition, usual class: inhibitors. G9a H3K9 monomethylation, AlphaScreen, 2 h; note: % is set by controls: 0 for no effect and ±100 for the full control effect; nearly all actives have a fitted effect of over 75% in size
Target sequence (Q96KQ7 913-1193 limits assumed): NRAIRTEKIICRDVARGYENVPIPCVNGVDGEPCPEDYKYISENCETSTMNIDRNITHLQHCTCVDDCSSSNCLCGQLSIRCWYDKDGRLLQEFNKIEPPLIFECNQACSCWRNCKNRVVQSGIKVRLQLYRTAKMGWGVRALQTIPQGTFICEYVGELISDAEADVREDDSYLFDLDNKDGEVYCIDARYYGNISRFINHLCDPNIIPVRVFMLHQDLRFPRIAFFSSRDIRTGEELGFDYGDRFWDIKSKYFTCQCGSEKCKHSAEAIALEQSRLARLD
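Enzyme 20 nM + cpd, 15 min RT; add b-H3K9 pep 500 nM / SAM 20 uM; 2 h RT; anti-H3K9me1 Ab 0.5 ug/mL + SA donor / anti-rabbit acceptor beads 20 ug/mL each, 10 min; AlphaScreen read.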
Pol iota inh – inhibitors of human DNA polymerase iota; Potency, µM (series often up to 115 µM), inactives show at the highest dose activity, negative = inhibition, actives largely listed as inhibitors; Pol iota fluorescent replication assay, 10 min; Q9UNA4; hit rate 1% among 390,000
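Pol iota at 10 nM preincubated 15 min with compounds at room temperature; reaction started with fluorescent substrate, 50 nM final. Fluorescence read kinetically at 0 and 10 min; buffer-only wells as negative control.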
BAZ2B inh – BAZ2B (human) inhibition. AlphaScreen BAZ2B-H3K14Ac peptide displacement. Q9UIF8. hit rate 4.4% among 360,000. Potency, µM (titrated, usually from 114 µM), without a hit: at the top dose activity change, negative = inhibition, actives largely listed as inhibitors. AID 504333; note: % is set by controls: 0 for no effect and ±100 for the full control effect; nearly all actives have a fitted effect of over 60% in size
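In this displacement format the biotinylated H3(5-23) peptide acetylated at Lys14 serves as ligand at 50 nM, with BAZ2B at 50 nM in PBS pH 7.4 containing 0.01% Tween-20. Donor and acceptor beads are 10 ug/mL final.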
JMJD2A Tudor inh – JMJD2A Tudor domain (human) inhibition; O75164; AlphaScreen JMJD2A-Tudor / H3K4me3 peptide binding; Potency, µM (titrated, usually from 114 µM), for the others: at the highest dose activity change, negative = inhibition, actives largely listed as inhibitors; hit rate 4.4% among 390,000; AID 504339; note: % is set by controls: 0 for no effect and ±100 for the full control effect; nearly all actives have a fitted effect of over 50% in size
Pin1 inhibitor – human Pin1 inhibition. Q13526. Pin1 FP peptide displacement, HiFluor488, 10 min. Potency, µM (series often up to 115 µM), without a hit: top-dose activity, negative = inhibition, hits mostly inhibitors. hit rate 0.009% among 390,000; active = well fitted inhibition curve with a large enough effect in the polarisation, with a control signal flat, not every such curve was filed as active; inconclusive = small, poorly fitted or top-dose-only effect, or effect the other way, or a change in a side signal; inactive = no such curve, though single readings can be large or run the other way; the % refers to the polarisation; note: % is set by controls: 0 for no effect and ±100 for the full control effect
Target sequence (Q13526 whole entry, looked up): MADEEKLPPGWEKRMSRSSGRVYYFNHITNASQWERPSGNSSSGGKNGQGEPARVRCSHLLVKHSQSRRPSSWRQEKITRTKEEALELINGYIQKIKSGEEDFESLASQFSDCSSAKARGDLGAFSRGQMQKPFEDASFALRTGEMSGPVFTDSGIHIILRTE
GLS inhibitor – glutaminase GLS (human) inhibition | Potency, µM (top dose mostly 45.5 µM), for inactives: top-dose activity change, negative = inhibition, usual class: inhibitors | hit rate 0.21% among 410,000 | O94925 | GLS enzymatic activity, qHTS titration | AID 624170; note: % is set by controls: 0 for no effect and ±100 for the full control effect
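Read-out is an Amplex red fluorescence increase coupled through glutamate oxidase and HRP, measured before and after 30 min room-temperature incubation. hKGA is in 45 mM KH2PO4 (pH 8.2) with 0.02% Tween-20; glutamine added as 1mM solution.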
HP1b chromo inh – inhibitors of HP1-beta chromodomain binding to methylated histone tails; P83916; AlphaScreen HP1-beta / biotin-H3K9me3 peptide binding; Potency, µM (series often up to 114 µM), inactives show at the highest dose activity change, negative = inhibition, usual class: inhibitors; hit rate 0.56% among 390,000; AID 540317; note: nearly all actives have a fitted effect of over 70% in size; inactives centre near 23
Target sequence (P83916 whole entry, looked up): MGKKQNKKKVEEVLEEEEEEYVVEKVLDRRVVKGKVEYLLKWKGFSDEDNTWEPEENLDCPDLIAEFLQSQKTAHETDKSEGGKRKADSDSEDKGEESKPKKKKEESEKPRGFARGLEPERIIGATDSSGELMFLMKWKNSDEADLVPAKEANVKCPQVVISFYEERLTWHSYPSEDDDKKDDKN
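AlphaScreen: HP1-beta (50 nM) preformed 30 min with biotin-H3(1-18)K9me3 peptide (50 nM) in PBS pH 7.4, 0.01% Tween-20. Compound added for 30 min at RT, then streptavidin donor/nickel chelate acceptor beads (10 ug/mL) for 30 min.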
Tb PGK inh – blocks T. brucei phosphoglycerate kinase; PGK/GAPDH coupled, Kinase-Glo luminescence, 60 min; Potency, µM (highest dose often 57.5 µM), without a hit: top-dose activity change, negative = inhibition, hits mostly inhibitors; hit rate 0.043% among 380,000; note: % is set by controls: 0 for no effect and ±100 for the full control effect; nearly all actives have a fitted effect of over 60% in size
Target sequence (P07378 whole entry, looked up): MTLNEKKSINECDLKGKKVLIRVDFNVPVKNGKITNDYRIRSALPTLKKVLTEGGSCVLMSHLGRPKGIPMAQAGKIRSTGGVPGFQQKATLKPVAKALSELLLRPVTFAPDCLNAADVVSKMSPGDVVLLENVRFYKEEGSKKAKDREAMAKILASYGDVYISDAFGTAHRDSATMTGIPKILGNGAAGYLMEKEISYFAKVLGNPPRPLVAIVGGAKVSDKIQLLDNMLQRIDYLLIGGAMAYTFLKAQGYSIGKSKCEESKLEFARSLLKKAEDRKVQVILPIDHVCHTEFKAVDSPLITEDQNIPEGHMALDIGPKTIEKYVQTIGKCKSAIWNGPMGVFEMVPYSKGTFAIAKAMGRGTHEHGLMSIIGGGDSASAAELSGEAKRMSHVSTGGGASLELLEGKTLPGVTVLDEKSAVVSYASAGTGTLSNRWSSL
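Luminescent ATP detection (Kinase-Glo Plus) follows a 60-minute room-temperature incubation, with wells lacking PGK as controls. Buffer: 100 mM TEA (pH 7.6), 5 mM MgCl2, 0.01% Tween-20. Coupling enzyme GAPDH (100 nM final) supplies unstable 1,3-BPG in-well.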
Active calls of the source: *; i = inactive; ? = inconclusive; / = no result given; [ ] = another dose, or the depositor's remark. Unless noted, calls come from the whole dose curve; as a rule, active = well fitted curve in the direction sought with a large enough effect; inconclusive = small, poorly fitted or top-dose-only effect, or another doubt; inactive = no such curve, though single readings can be large; an effect the other way counts as inactive or inconclusive. Potency is the fitted concentration of half-maximal effect.

SMILES | BLM inh | G9a inh | Pol iota inh | BAZ2B inh | JMJD2A Tudor inh | Pin1 inhibitor | GLS inhibitor | HP1b chromo inh | Tb PGK inh
COc1ccc(S(N)(=O)=O)cc1C(=O)NCCCN1CCN(c2ccccc2OC)CC1 | 0% | -15% | 11% | -1% | -9% | 3% | 27% | 16% | 1%
CN(CC(=O)Nc1ccc(F)cc1)CC(=O)N1CCCC1 | / | 13%[12.7 µM] | 36%[activator] | 11% | -12% | -1% | 14% | 9% | -5%
COc1ccc(-c2noc(CN(C(=O)c3ccc(C)cc3C)C(C)C)n2)cc1 | -10% | -3%[59 µM] | -19% | 4% | -12% | -1% | 0% | 24% | i
Cc1nn(C)c(C)c1NC(=O)Nc1cccc(C(F)(F)F)c1 | -1% | / | 5% | 8% | -1% | -2% | -7% | 42%[activator] | 4%
COc1ccc(CCn2c(=N)c(S(=O)(=O)c3ccc(Cl)cc3)cc3c(=O)n4ccccc4nc32)cc1 | -2% | 3%[0.0925 µM] | 21% | -4% | -2% | ? | 9% | 26% | -3%
Cc1ccccc1NC(=O)CSc1ccsc1[N+](=O)[O-] | -25% | ? | 11µM* | 40µM* | 25µM* | ? | ? | ? | ?
Cc1cccc(NC(=O)CSc2nnc(-c3ccccc3)n2N)c1C | -1% | -3% | 20% | -3% | -6% | -1% | 0% | 26% | 2%
COC(=O)CC1C(=O)NCCN1C(=O)c1sc2ccccc2c1Cl (stereo unspecified) | 0% | 6% | 5% | 0% | -10% | 0% | 12% | 41%[activator] | 6%
COc1ccc(OC)c(NC(=O)C2CCCN2C(=O)C2CCC(C)CC2)c1 (stereo unspecified) | 1% | ? | 20% | -2% | -25% | ? | -4% | 24% | -2%
CC(C)Oc1ccc(CCc2n[nH]c(=S)n2-c2ccccc2)cc1 | -10% | 2.5µM* | -2% | -23% | -33% | -9% | -23% | -9% | -1%
O=C(COc1ccc(Br)cc1)NN1C(=O)c2ccccc2C1=O | / | / | 52%[activator] | / | 2% | 1% | 5% | 24% | -5%
Cc1ccsc1/C=C1/NC(=O)N(Cc2ccc(F)cc2)C1=O | -5% | ? | ? | -19% | -9% | 19% | 0% | 4% | -9%
CN(C)c1ccc(C=Nc2ccccc2)cc1 | -3% | 23%[59 µM] | 24% | 50%[activator][57.1 µM] | -10% | 9% | 20% | 13% | /
CCCCCCC(=O)Nc1c2c(nc3ccccc13)N(C)CC2 | -7% | 7%[59 µM] | ? | ? | -3% | -1% | 20% | 37%[activator] | 8%
CC1(C)OC(=O)C(=CNc2ncccn2)C(=O)O1 | 0% | -5%[59 µM] | -3% | 7% | -9% | -3% | 0% | 26% | -16%
Cc1cc(C(=O)NP(=O)(N2CC(C)OC(C)C2)N2CC(C)OC(C)C2)c(C)n1C1CC1 (stereo unspecified) | -2% | 45µM* | 21% | ? | -15% | -21% | ? | -3% | -1%
CC1=NN(c2ccc(Cl)c(C(=O)O)c2)C(=O)C1 | -10% | 50µM* | 1.1µM* | -26% | 56µM* | ? | 13µM* | -38% | -22%
CC1(C(=O)NC(=S)N(Cc2ccccc2)c2ccccn2)CC1(Cl)Cl (stereo unspecified) | -1% | ? | 12% | -21% | -21% | 1% | -4% | 3% | -9%
CCOC(=O)NN1C(=O)c2ccccc2NC1C (stereo unspecified) | -3% | ? | 2% | -15% | -4% | 1% | 11% | 32% | 7%
COc1cccc(CNCCSc2nnnn2C)c1OCc1ccccc1 | 2% | 7%[59 µM] | -3% | -18% | -14% | -6% | -6% | 26% | -10%
S=C(Nc1ccccc1)N1CCn2cccc2C1c1cccnc1 (stereo unspecified) | 3% | ? | 20% | -39% | ? | 2% | 19% | -12% | 2%
Cc1cccc(C)c1NC(=O)c1nc(SC(C)C)ncc1Cl | 1% | 6%[59 µM] | -2% | 3% | -14% | 1% | -1% | 21% | -2%
O=C(CCn1c(=O)[nH]c2ccsc2c1=O)N1CCc2ccccc2C1 | 3% | 1%[59 µM] | 10% | 3% | -19% | 1% | 0% | 7% | -5%
C#CCN(C[C@@H](CC(C)C)NC(=O)OC(C)(C)C)S(=O)(=O)c1ccc(Br)cc1F | / | / | -1% | / | ? | 6% | -4% | 70%[activator] | i
Cc1nc2c(C)cccn2c1C(=O)c1ccccc1 | -2% | 0% | 23% | -1% | 5% | 1% | -1% | 43%[activator] | -7%

The list goes on:
SMILES | BLM inh | G9a inh | Pol iota inh | BAZ2B inh | JMJD2A Tudor inh | Pin1 inhibitor | GLS inhibitor | HP1b chromo inh | Tb PGK inh
CC(C)(C)c1ccc(C(=O)NNc2cc(N3CCCCC3)nc(N3CCCCC3)n2)cc1 | -3% | -33%[59 µM] | 6% | 10µM* | ? | 4% | 19% | 7.1µM* | i
COc1ccc2[nH]c(=O)c(CN(C(=O)c3cccnc3)c3ccc(C)cc3)cc2c1 | -1% | 16%[59 µM] | 13% | 2% | -10% | 0% | 3% | 20% | -2%
COc1cc(CC(=O)OCc2ccccc2F)cc(OC)c1OC | -4% | 49% | 43%[activator] | 16% | 15% | -2% | 3% | -10% | -1%
O=c1[nH]c2cccnc2n1Cc1ccccc1 | -2% | ? | 9% | 4% | -4% | 3% | -4% | 32% | -3%
Cc1cc(-c2ccc(Br)cc2)n[nH]1 | -2% | -4% | 19% | -11% | -1% | -9% | 6% | 22% | 2%
Cc1cccc(C)c1Nc1nc2ccccc2o1 | -1% | 6%[59 µM] | 24% | 8% | -1% | 0% | 14% | 37% | 9%
CC(C)(C)NC(=O)NC12CC3CC(CC(C3)C1)C2 | -4% | 16%[12.7 µM] | -15% | -2% | -12% | -5% | -8% | 16% | 0%
COc1ccc(CC(=O)Oc2ccc(C(C)C)cc2)cc1S(=O)(=O)N1CCOCC1 | / | -2%[0.501 µM] | -6% | 0% | -12% | 7% | -1% | 20% | -4%
CCC1(C)NC(=O)N(CC(=O)c2cc(C)n(C3CC3)c2C)C1=O (stereo unspecified) | / | ? | 4% | 5% | -31% | 0% | -3% | -7% | 2%
CCOC(=O)c1cnc(N2CCN(c3cccc(C)c3C)CC2)c2ccccc12 | -2% | 14%[59 µM] | 9% | 26% | 30% | 4% | -16% | 41%[activator][57 µM] | i
O=C(CSc1ccccn1)N1CCN(c2ccccc2)CC1 | 0% | ? | 6% | 8% | -16% | -7% | 26% | 3% | 9%
CCOC(=O)CSc1nnc(CSc2nc3ccccc3c(=O)[nH]2)n1-c1ccccc1 | 1% | -34%[12.7 µM] | 12% | -14% | -3% | -8% | 18% | 8% | -1%
CC(C)c1nnc(NC(=O)CCC(=O)NCc2cccs2)s1 | -3% | 8% | 20% | 10% | -10% | -6% | -7% | 13% | 4%
Cc1ccc(-c2nc(Nc3ccc(N4CCOCC4)cc3)c3ccccc3n2)cc1 | -9% | / | 58%[activator] | 32µM* | 40µM* | 7% | -25% | ? | -3%
COc1ccccc1C(=O)NNC(=O)c1cccc(Br)c1 | -3% | 4%[0.501 µM] | -1% | 0% | -10% | 3% | 9% | 34% | -8%
CC(=O)c1sc(=S)n(Cc2ccccc2)c1C | -5% | -1% | 34%[activator] | -10% | -4% | -3% | 0% | 14% | 0%
Cc1ccc(C(=O)N2CCN(c3ccc(NC(=O)c4ccc(Br)o4)cc3)CC2)cc1 | -3% | ? | ? | ? | ? | 11% | 37% | -19% | 2%
CCC(CO)NS(=O)(=O)c1cc(-c2nn(C)c(=O)c3ccccc23)ccc1C (stereo unspecified) | -2% | 14% | 19% | 1% | -10% | -2% | -7% | 38%[activator] | i
NC(=O)CSc1nc2ccccc2c(=O)n1Cc1ccccc1 | -1% | 10% | 22% | -2% | -1% | 1% | -4% | 48%[activator] | 10%
CCOC(=O)c1ccc(N=Nc2c(C)[nH]n(-c3ccccc3)c2=O)cc1 | -3% | 4µM* | 6% | ? | ? | 2% | 14% | -27% | 0%
CC(C)Oc1ccc(C(=O)N2CCN(C(=O)c3ccco3)CC2)cc1 | -2% | 12%[0.501 µM] | 19% | -7% | 3% | -7% | -11% | 24% | 0%
Clc1cccc(-c2ccc(CNCCSc3nnnn3-c3ccccc3)o2)c1 | -6% | ? | 4% | ? | 27% | 23% | 2% | 49% | -3%
O=C(Cn1cnc2cc([N+](=O)[O-])ccc2c1=O)NC(=O)NCc1ccccc1 | 1% | 12%[59 µM] | 17% | -8% | -12% | 6% | 0% | 32% | 4%
COc1ccc(CNC(=O)CCCn2nc(C)n3ccnc3c2=O)cc1 | 2% | / | ? | -5% | -15% | -10% | -2% | 12% | 0%
COc1ccc(/C=C/C(=O)C23CC4CC(CC(C4)C2)C3)cc1CN1CCOCC1 | -4% | ? | ? | ? | ? | 4% | 0% | ? | -6%
O=C(c1cccnc1)N1CCN(CCCc2ccccc2)CC1 | 0% | ? | 17% | / | 5µM* | -4% | 0% | 56µM* | 4%
Cc1ccc(-c2nnc(CSc3nc4cc5c(cc4cc3C)OCO5)o2)cc1 | 1% | 12%[59 µM] | -11% | 19% | -1% | 7% | -3% | 4% | 6%
Cc1cccc(CSCCNC(=O)CSCc2ccc([N+](=O)[O-])cc2)c1 | -7% | -38% | -4% | -38% | -27% | -3% | 4% | -2% | -2%
CN(C)c1ccc(NC(=O)Cn2ncn3c(cc4ccccc43)c2=O)cc1 | -4% | ? | 30% | -28% | -33% | 8% | 37%[activator] | 25% | 2%

Another view of some results above.
Values in the order – BLM inh	G9a inh	Pol iota inh	BAZ2B inh	JMJD2A Tudor inh	Pin1 inhibitor	GLS inhibitor	HP1b chromo inh	Tb PGK inh
- CCC1(C)NC(=O)N(CC(=O)c2cc(C)n(C3CC3)c2C)C1=O (stereo unspecified)
 : /	?	4%	5%	-31%	0%	-3%	-7%	2%
- O=C(CSc1ccccn1)N1CCN(c2ccccc2)CC1
 : 0%	?	6%	8%	-16%	-7%	26%	3%	9%
- COc1ccccc1C(=O)NNC(=O)c1cccc(Br)c1
 : -3%	4%[0.501 µM]	-1%	0%	-10%	3%	9%	34%	-8%
- CCOC(=O)c1ccc(N=Nc2c(C)[nH]n(-c3ccccc3)c2=O)cc1
 : -3%	4µM*	6%	?	?	2%	14%	-27%	0%

Screening results from PubChem BioAssay.

Some of the compounds tested (hit frequency here may not be typical).
